All columns: NCI-60 one-dose screen, growth in % after 48 h at 10 µM unless noted; 100 = growth as untreated, 0 = no growth, -100 = all killed.
786-0 = 786-0 renal cancer cells | hit rate 5.1% among 81,000 | AID 1794775
HCT-15 = HCT-15 colon cancer; hit rate 5.2% among 82,000; AID 1794746
SN12C = SN12C renal cancer cells; hit rate 3.8% among 81,000; AID 1794767
TK-10 = TK-10 renal cancer cells; hit rate 3.9% among 81,000; AID 1794769
HCT-116 = HCT-116 colon cancer; AID 1794798; hit rate 7.3% among 82,000
UO-31 = UO-31 renal cancer; hit rate 5.2% among 81,000; AID 1794768
HCC-2998 = HCC-2998 colon cancer; AID 1794799; hit rate 4.7% among 79,000
HT29 = HT29 colon cancer; hit rate 7.4% among 81,000; AID 1794748
SW-620 = SW-620 colon cancer. hit rate 5.2% among 82,000
An asterisk follows results filed as active; . = not tested or not shown; [ ] = dose if it differs, or a comment. The calls were made as follows: active = growth percent below 10; inactive = the rest.

SMILES | 786-0 | HCT-15 | SN12C | TK-10 | HCT-116 | UO-31 | HCC-2998 | HT29 | SW-620
C[C@H]1[C@H](C)CC[C@]2(C(=O)O)CC[C@]3(C)C(=CC[C@@H]4[C@@]5(C)C/C(=C/c6ccco6)C(=O)C(C)(C)[C@@H]5CC[C@]43C)[C@H]12 | -40*[100 µM] | -71*[100 µM] | -56*[100 µM] | -73*[100 µM] | -73*[100 µM] | -99*[100 µM] | -81*[100 µM] | -68*[100 µM] | -45*[100 µM]
CCOC(=O)N(Cc1ccccc1)C1CC1 | 100 | 100 | 103 | 104 | 104 | 92 | 107 | 93 | 104
CC(C)(C(=O)O)C(C)(C)C(=O)O | 102 | 101 | 97 | 107 | 101 | 92 | 94 | 101 | 96
COc1cc(C=O)ccc1Oc1nc(NCCO)nc(N2CCOCC2)n1 | 107 | 110 | 95 | 97 | 108 | 77 | 106 | 109 | 107
CC(C)CNCCCCC(=O)Nc1ccc(C(=O)OCC(C)C)cc1 | 85 | 111 | 98 | 102 | 102 | 78 | 100 | 93 | 111
O=C(O)c1cncc(Br)c1 | 108 | 107 | 102 | 106 | 116 | 111 | 97 | . | 101
Cc1nc2ccc(Cl)cn2c1[N+](=O)[O-] | 98 | 98 | 102 | 97 | 103 | 85 | 101 | 106 | 103
OCCN(CCO)c1cccc(Cl)c1 | 105 | 100 | 107 | 107 | 103 | 79 | 100 | 102 | 109
COC(=O)C(CC(=O)c1ccc(-c2ccccc2)cc1)c1ccccc1 (stereo not given) | 29 | 31 | 64 | 68 | 23 | 54 | 97 | 6.3* | 27
N#Cc1c(-c2cccs2)cc(-c2cnccn2)nc1SCC(=O)c1ccc(Cl)cc1 | 92 | 105 | 87 | 97 | 95 | 56 | 126 | 110 | 102
c1ccc(-c2csc3[n+]2CCN3)cc1 | 102 | 103 | 103 | 99 | 102 | 82 | 102 | 94 | 92
O=C1OCCN1/N=C\c1ccccc1 | 100 | 103 | 90 | 96 | 104 | 100 | 101 | 95 | 104
COc1ccc(-c2cc(-c3cccnc3)nc(S(=O)(=O)CC(N)=O)c2C#N)cc1OC | 102 | 107 | 101 | 98 | 88 | 81 | 98 | 90 | 102
O=C(c1ccc(Cl)cc1)c1cc2ccccc2o1 | 95 | 94 | 99 | 113 | 99 | 80 | 102 | 101 | 108
COc1ccc(-c2ccc(=O)oc2-c2cc(OC)c(OC)c(OC)c2)cc1O | -6.1* | 12 | 26 | 68 | -67* | 32 | -2.8* | -24* | 9.8*
CC(/C=C\c1ccc(O)cc1)=N\Nc1ccccc1 | 93 | 66 | 91 | 78 | 86 | 61 | . | 102 | 99
C=C(C[n+]1ccccc1)[C@@H]1CC[C@]2(CO)CC[C@]3(C)[C@H](CC[C@@H]4[C@@]5(C)CC[C@H](O)C(C)(C)[C@@H]5CC[C@]43C)[C@@H]12 | 94 | 96 | 103 | 92 | 85 | 91 | 104 | 81 | 88
N#CC1(Nc2ccc([N+](=O)[O-])cc2)CCCC1 | 100 | 100 | 93 | 98 | 93 | 82 | 107 | 95 | 102
Nc1c(Br)cccc1Br | 102 | 94 | 103 | 116 | 103 | 89 | 108 | 101 | 107
O=C(Nc1ccc(-c2n[nH]c(=S)o2)cc1)C1CSC(c2ccccc2)N1 (stereo not given) | 105 | 100 | 101 | 112 | 102 | 88 | 107 | 110 | 102
Cc1nc2sc(C(=O)Nc3cncc4ccccc34)c(N)c2cc1C(C)O (stereo not given) | 101 | 96 | 95 | 136 | 118 | 74 | 99 | 115 | 98
COc1cc2cn3c4ccc(O)cc4nc(N)c3c2cc1OC | 6.1* | 31 | 19 | 50 | -51* | 1.5* | 27 | 24 | 26
O=S(=O)(O)C1=CC(=N\Cl)/C=CC/1=N/Cl | 100 | 104 | 95 | 85 | 105 | 98 | 101 | 115 | 105
C1=C[C@H]2O[C@@H]1c1ccc3[nH]ccc3c12 | 106 | 79 | 102 | 105 | 98 | 98 | 87 | 88 | 73
O=C1CC2CC1CCC2=O (stereo not given) | 103 | 102 | 97 | 120 | 106 | 88 | 101 | 119 | 99
C[C@]12CCc3nc(Nc4cccc(O)c4)sc3C1=CC[C@@H]1[C@@H]2CC[C@]2(C)/C(=N\NC(N)=S)CC[C@@H]12 | -36* | -29* | 31 | 20 | -62* | -37* | 65 | 3.2* | -50*
ClC1=C(Cl)C2(Cl)C3(Cl)C(Cl)=C(Cl)C(Cl)(C34OCCO4)C2(Cl)C12OCCO2 (stereo not given) | 109 | 89 | 97 | 127 | 89 | 83 | 110 | 76 | 105
Nc1nn2c(-c3cccs3)ccnc2c1N=Nc1ccc(S(N)(=O)=O)cc1 | 89 | 107 | 104 | 101 | 105 | 104 | 108 | 98 | 97
Cc1ccc(/C=C(\C#N)c2nc(N)nc(Nc3ccc(S(N)(=O)=O)cc3)n2)cc1 | 97 | 99 | 109 | 113 | 102 | 89 | 104 | 111 | 103
Cc1ccn2c(C(=O)c3ccccc3)cc(-c3cc(-c4ccc(N(C)C)cc4)c(C#N)c(N)n3)c2c1 | 21 | 73 | 62 | 86 | 63 | 65 | 92 | 63 | 70
CCC(=O)Nc1ccc2c(c1)Cc1cc([N+](=O)[O-])ccc1-2 | 78 | 97 | 87 | 99 | 106 | 56 | 97 | 103 | 106
CCCCC[C@H](O)c1ccccc1[C@@H]1O[C@@H](CCC(=O)OC)[C@H](O)[C@H]1I | 97 | 91 | 95 | . | 99 | 93 | 107 | 103 | 102
Cc1ccc(S(=O)(=O)N2CCC2)cc1 | 104 | 94 | 99 | 109 | 107 | 84 | 119 | 107 | 106
COc1ccccc1-n1cc(C#N)c(N)c1C(=O)c1ccc(C)cc1 | 95 | 47 | 91 | 102 | 77 | 90 | 81 | 74 | 52
C#CCN1C(=O)c2cccc3c(-c4ccc5c(c4)c(-c4nc6ccccc6s4)cn5CC=C)ccc(c23)C1=O | . | 102 | 97 | 128 | 102 | 71 | 105 | 99 | 102
CSc1c(-c2nc3ccccc3s2)c(N)nc2c(C(N)=O)c(Nc3ccc(Cl)cc3)nn12 | 105 | 96 | 98 | 154 | 99 | 75 | 97 | 107 | 94
CCOC(=O)C12CCCC1=NN=C2C1=NN=C2CCCC21C(=O)OCC (stereo not given) | 94 | 100 | 96 | 93 | 101 | . | 120 | 106 | 102
Cc1ccc(N2CC(c3nc4ccccc4o3)CC2=O)cc1 (stereo not given) | 101 | 106 | 94 | 98 | 106 | 94 | 101 | 96 | 101
O=C(O)CSc1ccc(NCc2oc(CO)cc(=O)c2O)cc1 | 97 | 107 | 98 | 111 | 95 | 80 | 100 | 99 | 105
c1ccc(Cn2cc3c(c2-c2ccccc2)CCc2c(CN4CCCC4)noc2-3)cc1 | 90 | 75 | 91 | 97 | 88 | 85 | 97 | 88 | 108
CCC(CC)NCCCCCNc1cc(OC)cc2cccnc12 | 95 | 93 | 87 | 83 | 91 | 71 | 117 | 77 | 95
N#C/C(C(=O)Nc1ccc(S(N)(=O)=O)cc1)=C1\C(=O)N(Cc2ccccc2)c2ccccc21 | 96 | 106 | 92 | 94 | 95 | 86 | 96 | 88 | 108
O=P(C(=S)Nc1ccccc1Cl)(c1ccccc1)c1ccccc1 | 97 | 97 | 100 | 119 | 89 | 92 | 128 | 107 | 94
Oc1ccc(Sc2ccc(O)cc2O)c(O)c1 | 97 | 101 | 95 | 101 | 104 | 87 | . | 100 | 109
O=C(Nc1ccccc1)Nc1ccc(Nc2ncnc3sc4c(c23)CCCC4)cc1 | 110 | 110 | 99 | 124 | 115 | 72 | 95 | 96 | 106
O=C(CSc1n[nH]c(-c2ccncc2)n1)c1ccccc1 | 93 | 97 | 100 | 103 | 98 | 86 | . | 103 | 102
CCOC(=O)C[n+]1ccccc1 | 99 | 105 | 97 | 108 | 106 | 95 | 96 | 107 | 104
Cc1sc2nc3nc(CC(=O)Nc4ccccc4)[nH]n3c(=O)c2c1C | 118 | 100 | 95 | 116 | 109 | 85 | 105 | 96 | 106
O=C(Nc1nc2cccc(-c3ccc(CN4CCS(=O)(=O)CC4)cc3)n2n1)C1CC1 | 85 | 95 | 77 | 66 | 44 | 75 | 79 | 65 | 30
CC(=O)/C=C\C(C)=O | 100 | 103 | 107 | 89 | 95 | 89 | 107 | 88 | 110
Going on with the list.
SMILES | 786-0 | HCT-15 | SN12C | TK-10 | HCT-116 | UO-31 | HCC-2998 | HT29 | SW-620
CCOC(=O)C1=C(C)c2ccc(OC)c(OC)c2C1 | 81 | 97 | 108 | 87 | 102 | 95 | 91 | 95 | 104
CCOC(=O)C1=Nc2cccc3c(O)ccc1c23 | 88 | 93 | 97 | 98 | 95 | 84 | 104 | 90 | 104
COc1c(C)c(C)c(OC)c2c1[nH]c(=O)c1c3ncccc3cn21 | 102 | 98 | 79 | 85 | 95 | 51 | 111 | 85 | 91
CCCCN(CCCC)S(=O)(=O)c1ccccc1 | 97 | 105 | 108 | 92 | 85 | 96 | 111 | 91 | 95
CN(C)c1ccc(/C=N/NC(=O)c2ccccc2Nc2ccnc(C(F)(F)F)c2)cc1 | 101 | 99 | 93 | 104 | 99 | 99 | 110 | 109 | 98
C#CCC(C(=O)OCC)C(=O)OCC | 107 | 106 | 109 | 99 | 105 | 85 | 101 | 103 | 106
COc1ccc(-c2cc(-c3cccn3C)[nH]c(=O)c2C#N)cc1 | 99 | 96 | 97 | 107 | 97 | 56 | 91 | 112 | 96
Cc1ccccc1C#N | 102 | 104 | 100 | 107 | 98 | 88 | 115 | 99 | 106
CCCCCCCCCCCCCCCCCCNC(=O)[C@H]1CSC(c2cccs2)N1 (stereo not given in full) | 3.7* | 42 | -84* | 30 | -90* | 46 | -82* | -35* | -66*
Clc1ccc2c(c1)C1CC(c3ccco3)=NN1C(c1ccncc1)O2 (stereo not given) | 102 | 97 | 94 | 109 | 94 | 65 | 105 | 118 | 99
COc1ccc(/C=N/N=C(N)/C(N)=N/N=C/c2ccc(OC)c(S(=O)(=O)O)c2)cc1S(=O)(=O)O | 95 | 99 | 93 | 103 | 107 | 97 | 95 | 102 | 96
N#Cc1c(Cl)nc(SCC(=O)N2CCN(c3cc4c(cc3F)c(=O)c(C(=O)O)cn4C3CC3)CC2)nc1-c1ccc(Br)cc1 | 101 | 105 | 95 | 118 | 98 | 80 | 103 | 103 | 96
O=C(O)c1ccc(-n2cc(/C=N/Nc3ccc(F)cc3)c(-c3ccc(F)cc3F)n2)cc1 | 100 | 80 | 89 | 93 | 68 | 33 | 95 | 107 | 54
O=C1Nc2ccc(F)cc2/C1=C/c1cccc(OCc2ccccc2)c1 | 34 | 0.3* | 20 | 71 | 10 | . | 46 | 21 | 8.8*
COc1ccc(/C=N/C2=C(C#N)C(c3ccco3)c3ccc4ccccc4c3O2)cc1 (stereo not given) | 102 | 101 | 97 | 167 | 96 | 62 | 116 | 107 | 95
O=C(CSc1oc(-c2ccccc2)nc1S(=O)(=O)c1ccccc1)Nc1ccc(F)cc1 | 59 | 74 | 89 | 92 | 53 | 77 | 104 | 92 | 96
CC[C@@H](C)[C@@H]1NC(=O)[C@H]([C@@H](C)CC)NC(=O)[C@@H]2CCCN2C(=O)[C@@H]2CCCN2C(=O)[C@H](CCCNC(=N)N)NC(=O)[C@H](CCCNC(=N)N)NC(=O)[C@@H](CC(C)C)NC(=O)[C@H](Cc2ccccc2)NC(=O)[C@@H](NC(=O)[C@@H](N)CS)CSSC[C@H](C(=O)N[C@@H](C)C(=O)O)NC(=O)[C@H](Cc2c[nH]c3ccccc23)NC(=O)[C@H](Cc2ccccc2)NC(=O)[C@H](Cc2ccccc2)NC(=O)CNC(=O)[C@H](CCC(=O)O)NC(=O)[C@@H](Cc2cnc[nH]2)NC(=O)[C@H](Cc2cnc[nH]2)NC(=O)[C@H](CC(C)C)NC(=O)[C@@H](CC(C)C)NC(=O)[C@H](Cc2ccccc2)NC(=O)[C@H]([C@@H](C)CC)NC(=O)[C@H](CCCNC(=N)N)NC1=O | 98 | 103 | 105 | 113 | 88 | 105 | 102 | 97 | 108
C=CC(=O)Nc1cccc(-c2nc(SC)nc(NCCO)c2C#N)c1 | 97 | 94 | 89 | 128 | 85 | 78 | 110 | 108 | 111
CCOc1ccc(-c2nn(-c3ccccc3)cc2/C=C2\SC(=S)N(CCCC(=O)O)C2=O)cc1[N+](=O)[O-] | 78 | 44 | 57 | 89 | 50 | 55 | 69 | 98 | 86
C=C(C)[C@@H]1CC[C@]2(C=NCCC(=O)O)CC[C@]3(C)[C@H](CC[C@@H]4[C@@]5(C)CCC(=NCCC(=O)O)C(C)(C)[C@@H]5CC[C@]43C)[C@@H]12 | 105 | 102 | 99 | 109 | 101 | 76 | 110 | 103 | 103

High-throughput results deposited in PubChem by NCI.

No enrichment for hits; overall some 12% were active at least once.
